SENP1 FRET inh – blocks the human SENP1 SUMO protease catalytic domain; recombinant SENP1 catalytic domain, CyPet-SUMO1-YPet FRET cleavage; inhibition, % at 10 µM; hit rate 0.21% among 360,000; AID 624204;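 active = inhibition at least 30% at 10 µM, raw YFP signal under a set limit, fluorescence ratio 0.5 to 1.5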;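 also: 0% = enzyme with DMSO and 100% = no enzyme wells; some results filed as inactive read as strong as hits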
Target sequence (Q9P0U3 419-644 limits assumed): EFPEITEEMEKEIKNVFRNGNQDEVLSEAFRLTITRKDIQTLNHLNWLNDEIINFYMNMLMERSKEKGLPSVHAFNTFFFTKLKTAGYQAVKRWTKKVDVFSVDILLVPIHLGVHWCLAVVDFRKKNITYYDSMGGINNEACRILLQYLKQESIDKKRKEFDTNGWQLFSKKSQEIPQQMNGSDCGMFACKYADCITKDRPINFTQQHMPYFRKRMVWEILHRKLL
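Test system: human SENP1 catalytic domain; medium: Tris pH 8 buffer plus EDTA, NaCl, BME, BSA, NP40, catalase; incubation: 50 min reaction at room temperature; technique: FRET, CFP and YFP emission; controls: no-enzyme low control and enzyme-plus-DMSO high control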
SENP8 inh – SENP8 (human) protease inhibition | Q96LD8 | recombinant SENP8, Nedd8 substrate fluorescence | inhibition, % at 20 µM | hit rate 0.64% among 360,000 | AID 602440; in the data active = inhibition mostly above about 40%, no sharp cut-off; inactive = mostly below about 27%
Target sequence (Q96LD8 whole entry, looked up): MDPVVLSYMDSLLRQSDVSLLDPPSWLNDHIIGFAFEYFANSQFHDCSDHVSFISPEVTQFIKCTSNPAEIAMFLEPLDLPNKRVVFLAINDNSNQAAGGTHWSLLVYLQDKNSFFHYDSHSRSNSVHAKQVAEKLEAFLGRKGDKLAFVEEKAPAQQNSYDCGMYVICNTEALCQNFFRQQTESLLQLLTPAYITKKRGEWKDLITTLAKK
MPTP inh – inhibitors of mitochondrial permeability transition pore | isolated mouse mitochondria, Ca2+ swelling absorbance, 30 min | inhibition, % at 10 µM | hit rate 1.4% among 360,000;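 active = inhibition of 50% or more, scaled per plate between neutral and stimulator controls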;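 also: 0% = DMSO wells given calcium and 100% = 1 mM EGTA wells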
SENP6 block – inhibitors of human SENP6 protease. Q9GZR1. Recombinant SENP6 catalytic domain, aminoluciferin luminescence. inhibition, % at 10 µM. hit rate 1.8% among 330,000. AID 2599;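 active = inhibition above about 50% at the single tested dose, limit read from the data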;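 also: plate controls were DMSO wells with enzyme for no effect and DMSO wells lacking enzyme for full effect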
Target sequence (Q9GZR1 628-1112 limits assumed): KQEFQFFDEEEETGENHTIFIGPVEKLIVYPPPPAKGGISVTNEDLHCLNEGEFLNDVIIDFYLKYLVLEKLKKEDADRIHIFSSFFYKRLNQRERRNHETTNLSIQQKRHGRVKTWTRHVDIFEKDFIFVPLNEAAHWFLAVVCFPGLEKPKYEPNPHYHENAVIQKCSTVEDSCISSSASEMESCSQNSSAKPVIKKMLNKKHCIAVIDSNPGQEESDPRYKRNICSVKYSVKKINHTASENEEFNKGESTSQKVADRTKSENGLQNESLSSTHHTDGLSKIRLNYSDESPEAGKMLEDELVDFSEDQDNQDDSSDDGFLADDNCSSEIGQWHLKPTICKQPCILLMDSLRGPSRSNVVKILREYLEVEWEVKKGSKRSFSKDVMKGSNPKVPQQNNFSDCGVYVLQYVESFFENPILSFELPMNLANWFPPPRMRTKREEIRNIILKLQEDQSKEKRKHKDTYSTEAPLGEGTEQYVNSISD
hIAP act – increases human intestinal alkaline phosphatase activity. P09923. purified human IAP, CDP-Star luminescence, 30 min; active compounds read high; 1 = vehicle-only enzyme, 0 = enzyme-free background. activation factor at 10 µM. hit rate 0.16% among 330,000;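 active = activation factor of the enzyme at least 2-fold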; also: the source names both 10 and 20 µM as test concentration; values of inactives mirror those of a sister screen read the other way
* = called active by the depositor. The list is partial; count on the stated rates, not on these rows.

NC(Cc1cc(O)c(O)cc1O)C(=O)O (stereo not given) was read as SENP6 block -33 and hIAP act 1.2.
c1ccc(-c2[nH]c[n+](CC3CO3)c2-c2ccccc2)cc1 (stereo not given) was read as SENP6 block -2 and hIAP act 0.79.
O=C1NC(=O)N(c2ccccc2)C(=O)/C1=C/c1ccc2c(c1)Cc1ccccc1-2 was read as SENP6 block 17 and hIAP act 1.1.
For COc1ccccc1[As](=O)(O)CC(O)COc1ccc(Cl)cc1Cl (stereo not given) the results were SENP6 block -10 and hIAP act 1.1.
OC[C@@H](O)CCl was read as SENP6 block 17 and hIAP act 0.94.
O=C1NC(=O)N(c2ccccc2)C(=O)/C1=C\c1ccc2c3c(cccc13)CC2 was read as SENP6 block -17 and hIAP act 1.
`Cc1ccc(N2C(=O)/C(=C/c3ccc(CN(CCC#N)S(C)(=O)=O)o3)C(=O)NC2=S)cc1C` gave SENP6 block 8 and hIAP act 0.91.
For CC(C)(O)[C@@H]1[C@H]2OC(=O)[C@@H]1[C@]1(O)C[C@H]3O[C@]34C(=O)O[C@H]2[C@]14C (tested in a mixture with another compound) the results were SENP6 block 9 and hIAP act 0.91.
Screening CC(O)(CS(=O)(=O)c1ccc(F)cc1)C(=O)Nc1ccc(C#N)c(C(F)(F)F)c1 (stereo not given) returned SENP6 block 6 and hIAP act 0.91.
`C[C@]12CC[C@H](O)CC1=CC[C@@H]1[C@@H]2CC[C@@]2(C)[C@H]1CC[C@]2(C)O` gave SENP6 block -6 and hIAP act 0.97.

Arranged by SMILES length (lowest first): 8 of the compounds above
OC[C@@H](O)CCl was read as SENP6 block 17 and hIAP act 0.94.
c1ccc(-c2[nH]c[n+](CC3CO3)c2-c2ccccc2)cc1 (stereo not given) was read as SENP6 block -2 and hIAP act 0.79.
For COc1ccccc1[As](=O)(O)CC(O)COc1ccc(Cl)cc1Cl (stereo not given) the results were SENP6 block -10 and hIAP act 1.1.
O=C1NC(=O)N(c2ccccc2)C(=O)/C1=C\c1ccc2c3c(cccc13)CC2 was read as SENP6 block -17 and hIAP act 1.
Screening CC(O)(CS(=O)(=O)c1ccc(F)cc1)C(=O)Nc1ccc(C#N)c(C(F)(F)F)c1 (stereo not given) returned SENP6 block 6 and hIAP act 0.91.
`Cc1ccc(N2C(=O)/C(=C/c3ccc(CN(CCC#N)S(C)(=O)=O)o3)C(=O)NC2=S)cc1C` gave SENP6 block 8 and hIAP act 0.91.
`C[C@]12CC[C@H](O)CC1=CC[C@@H]1[C@@H]2CC[C@@]2(C)[C@H]1CC[C@]2(C)O` gave SENP6 block -6 and hIAP act 0.97.
For CC(C)(O)[C@@H]1[C@H]2OC(=O)[C@@H]1[C@]1(O)C[C@H]3O[C@]34C(=O)O[C@H]2[C@]14C (tested in a mixture with another compound) the results were SENP6 block 9 and hIAP act 0.91.

Next entries follow:
`CC(C)(C)C(=O)NC1CCSC1=O` (stereo not given) gave SENP6 block 1 and hIAP act 1.
CCN1C(=O)NC(=O)/C(=C\c2cn(CC(=O)O)c3ccccc23)C1=O was read as SENP6 block -4 and hIAP act 0.97.
CC(C)(C#CCCCCC#CC(C)(C)[N+](C)(C)C)[N+](C)(C)C was read as SENP6 block 0 and hIAP act 1.1.
O=C1NC(=O)C(=C/C=C/c2coc3ccc(Br)cc3c2=O)C(=O)N1 was read as SENP6 block -3 and hIAP act 1.
Screening COC(=O)N1CCN(C(=O)Cc2ccc(Cl)c(Cl)c2)C(CN2CCCC2)C1 (stereo not given) returned SENP6 block -6 and hIAP act 1.1.
CN(C)CCc1nc2ccccc2c(=O)n1-c1ccccc1 was read as SENP6 block 5 and hIAP act 1.3.
`O=c1[nH]c(=O)n(-c2ccccc2)c(O)c1C=NC12CN3CN(CN(C3)C1)C2` gave SENP6 block -22 and hIAP act 1.
CCC1C=CC=CC[C@H](C)[C@@H](O)[C@](C)(O)C(=O)[C@@H](C)[C@H](O)[C@@H](C)C(=O)[C@H](C)[C@@H](O)[C@H](C)C=CC(=O)OC2[C@@H](C)C(CC1)OC1(CC[C@@H](C)C(C[C@H](C)O)O1)[C@@H]2C (stereo not given in full) was read as SENP6 block -12 and hIAP act 1.1.
`CSCCC(c1nnnn1C(C)(C)C)N1CCC(n2c(=O)[nH]c3ccccc32)CC1` (stereo not given) gave SENP1 FRET inh 3, SENP8 inh 13 and MPTP inh -0.7.
Screening COc1ccc(-n2nnnc2C(c2cccs2)N2CCC(n3c(=O)[nH]c4ccccc43)CC2)cc1 (stereo not given) returned SENP1 FRET inh 3, SENP8 inh 7 and MPTP inh 0.7.
COC(=O)[C@@H]1N=C(c2ccc(OC)cc2)O[C@]12C(=O)N(Cc1ccccc1)c1ccccc12 was read as SENP1 FRET inh 0, SENP8 inh 5 and MPTP inh -0.2.
For CCCCn1nnnc1C(c1ccccc1)N1CCC2(CC1)C(=O)NCN2c1ccccc1 (stereo not given) the results were SENP1 FRET inh 1, SENP8 inh 22 and MPTP inh -2.4.
Screening Nc1ccc(CC(N)c2csc(Nc3ncccn3)n2)cc1 (stereo not given) returned SENP1 FRET inh -6, SENP8 inh 16 and MPTP inh 0.7.
CCC(=O)[C@@H](C)[C@@H](O)[C@H](C)C[C@@H](C)C1OC(=O)C[C@@]2(O)CC=C(C)C(O2)C(C)=CCCC[C@H](O[C@H]2C[C@@H](OC(N)=O)[C@H](O)[C@@H](C)O2)C=C[C@H](C)C[C@H]1C (stereo not given in full) was read as SENP1 FRET inh 2, SENP8 inh 19 and MPTP inh -3.3.
For O=S(=O)(c1cc(Cl)cc(Cl)c1)N1Cc2cc(N3CCOCC3)ccc2-n2nncc2C1 the results were SENP1 FRET inh 3, SENP8 inh 12 and MPTP inh -1.1.
Screening O=P1(NCCCl)OCCC(OO)N1CCCl (stereo not given) returned SENP1 FRET inh -13, SENP8 inh -12 and MPTP inh 0.2.
COc1ccc(C(c2nnnn2-c2ccc(OC)cc2)N2CCC3(CC2)C(=O)NCN3c2ccccc2)cc1 (stereo not given) was read as SENP1 FRET inh 2, SENP8 inh 12 and MPTP inh -1.6.
`C=CCCC[C@@H]1OC(=O)CNC(=O)C([C@@H](C)CC)NC(=O)[C@@H]2CCCN2C(=O)C([C@@H](C)CC)OC(=O)[C@H](Cc2ccccc2)N(C)C(=O)[C@H](C(C)C)NC(=O)C1(C)C` (stereo not given in full) gave SENP1 FRET inh 1, SENP8 inh 37 and MPTP inh -4.8.
Screening c1ccc(CN2COC3CCCCCC32)cc1 (stereo not given) returned SENP1 FRET inh -2, SENP8 inh 5 and MPTP inh 0.2.
Screening CCOC(=O)[C@]12Cc3cc(C)ccc3[C@H]1N(Cc1ccccc1)C(=O)c1cc(F)c(F)cc12 returned SENP1 FRET inh -6, SENP8 inh -11 and MPTP inh -2.4.
`Oc1cccc2cccnc12` gave SENP1 FRET inh 1, SENP8 inh 7 and MPTP inh -3.4.
Screening COc1ccc(-n2nnnc2C(c2ccccc2)N2CCC(n3c(=O)[nH]c4ccccc43)CC2)cc1 (stereo not given) returned SENP1 FRET inh 2, SENP8 inh 9 and MPTP inh -2.7.
`O=c1[nH]c2ccccc2n1C1CCN(C(c2cc3ccccc3o2)c2nnnn2Cc2ccccc2)CC1` (stereo not given) gave SENP1 FRET inh -8, SENP8 inh 12 and MPTP inh 0.4.
COc1cccc(C(c2nnnn2Cc2ccccc2)N2CCC(n3c(=O)[nH]c4ccccc43)CC2)c1OC (stereo not given) was read as SENP1 FRET inh 0, SENP8 inh 11 and MPTP inh -3.7.
`COc1ccc(-n2nnnc2C(c2ccnc3ccccc23)N2CCC3(CC2)C(=O)NCN3c2ccccc2)cc1` (stereo not given) gave SENP1 FRET inh -1, SENP8 inh 12 and MPTP inh -0.6.
`O=C1NCN(c2ccccc2)C12CCN(C(c1cccs1)c1nnnn1Cc1ccccc1)CC2` (stereo not given) gave SENP1 FRET inh 2, SENP8 inh 28 and MPTP inh 0.4.
For CC12Nc3ccccc3C(=O)N1Cc1cnnn1-c1ccccc12 (stereo not given) the results were SENP1 FRET inh 5, SENP8 inh -393 and MPTP inh -2.2.
Screening FC(F)(F)c1ccc(-c2ccc3c(c2)CNCc2cnnn2-3)cc1 returned SENP1 FRET inh 0, SENP8 inh 9 and MPTP inh 0.5.
`COc1ccc(C(c2nnnn2C2CCCC2)N2CCC3(CC2)C(=O)NCN3c2ccccc2)cc1` (stereo not given) gave SENP1 FRET inh 2, SENP8 inh 15 and MPTP inh 0.8.
For CCOC(=O)[C@]12Cc3cc(OC)ccc3[C@H]1N(CC(=O)OC)C(=O)c1ccccc12 the results were SENP1 FRET inh -1, SENP8 inh 21 and MPTP inh 1.2.
`Fc1cccc(-c2ccc3c(c2)CN(C(=S)NCCc2ccccc2)Cc2cnnn2-3)c1` gave SENP1 FRET inh 2, SENP8 inh 20 and MPTP inh 2.7.
COc1ccc(CN2Cc3cc(-c4cccc(F)c4)ccc3-n3nncc3C2)cc1 was read as SENP1 FRET inh 3, SENP8 inh 12 and MPTP inh -2.0.
CC(C)(C)n1nnnc1C(c1cccs1)N1CCC2(CC1)C(=O)NCN2c1ccccc1 (stereo not given) was read as SENP1 FRET inh 0, SENP8 inh 7 and MPTP inh -2.5.
COc1ccc(-c2ccc3c(c2)CN(C(=O)CCc2ccccc2)Cc2cnnn2-3)cc1 was read as SENP1 FRET inh 4, SENP8 inh -185 and MPTP inh -0.1.
`CC(C)(C)n1nnnc1C(c1cc2ccccc2o1)N1CCC2(CC1)C(=O)NCN2c1ccccc1` (stereo not given) gave SENP1 FRET inh -3, SENP8 inh 11 and MPTP inh 0.5.
Cc1cc2c(C(C)C)c(O)c(O)c(C=O)c2c(O)c1-c1c(C)cc2c(C(C)C)c(O)c(O)c(C=O)c2c1O was read as SENP1 FRET inh 3, SENP8 inh 39* and MPTP inh 85*.
c1ccc2c[n+](CCCCCCCCCC[n+]3ccc4ccccc4c3)ccc2c1 was read as SENP1 FRET inh -1, SENP8 inh 4 and MPTP inh 0.0.
For CCCCn1nnnc1C(c1ccc(OC)cc1)N1CCC2(CC1)C(=O)NCN2c1ccccc1 (stereo not given) the results were SENP1 FRET inh -1, SENP8 inh 17 and MPTP inh -0.1.
Screening Cc1ccc2nc(-c3ccc(CN4CCC(n5c(=O)[nH]c6ccccc65)CC4)cc3)c(-c3ccccc3)nc2c1 returned SENP1 FRET inh 1, SENP8 inh -90 and MPTP inh 4.9.
Screening CCOC(=O)[C@]12Cc3cc(OC)ccc3[C@H]1N(C1CCCCC1)C(=O)c1ccccc12 returned SENP1 FRET inh 1, SENP8 inh 6 and MPTP inh -2.4.
`CCOC(=O)c1cc2cc(OC)ccc2n1C1CCN(Cc2ccccc2)CC1` gave SENP1 FRET inh -5, SENP8 inh -382 and MPTP inh 4.0.
`O=C1NCN(c2ccccc2)C12CCN(C(CCc1ccccc1)c1nnnn1-c1ccc3c(c1)OCCO3)CC2` (stereo not given) gave SENP1 FRET inh 1, SENP8 inh 24 and MPTP inh -1.0.
CCCCn1nnnc1C(CCc1ccccc1)N1CCC2(CC1)C(=O)NCN2c1ccccc1 (stereo not given) was read as SENP1 FRET inh 2, SENP8 inh 32 and MPTP inh 1.2.
For Clc1cccc(N2Cc3cc(-c4ccccc4)ccc3-n3nncc3C2)c1 the results were SENP1 FRET inh 4, SENP8 inh 3 and MPTP inh 3.5.
Screening O=C(NCP(=O)(Oc1ccccc1)Oc1ccccc1)OCc1ccccc1 returned SENP1 FRET inh -2, SENP8 inh 0 and MPTP inh 0.5.
COc1ccc(CN2Cc3cc(N4CCOCC4)ccc3-n3nncc3C2)cc1 was read as SENP1 FRET inh 3, SENP8 inh -36 and MPTP inh -1.7.
`CCn1cc(CN2CCCC(C(=O)c3cccc(C(F)(F)F)c3)C2)cn1` (stereo not given) gave SENP1 FRET inh 1, SENP8 inh 16 and MPTP inh 0.5.
For C(#CCN1CCCCC1)CN1CCCCC1 the results were SENP1 FRET inh 2, SENP8 inh 8 and MPTP inh -2.0.
For CC(C)(C)n1nnnc1C(CCc1ccccc1)N1CCC2(CC1)C(=O)NCN2c1ccccc1 (stereo not given) the results were SENP1 FRET inh 0, SENP8 inh 25 and MPTP inh 2.6.
`CCOC(=O)[C@]12Cc3c(cc(OC)c(OC)c3OC)[C@H]1N(C1CCCCC1)C(=O)c1ccccc12` gave SENP1 FRET inh -2, SENP8 inh 5 and MPTP inh -3.3.
For COc1cc([N+](=O)[O-])c2ncccc2c1[N+](=O)[O-] the results were SENP1 FRET inh 2, SENP8 inh 30 and MPTP inh -1.4.
